# From PubChem BioAssay
# ROC1-CUL1 inh = inhibitors of human ROC1-CUL1 ubiquitin ligase activity; inhibition, % at 10 µM; P62877+Q13616; in vitro K48 di-Ub FRET, acceptor:donor ratio, 45 min; hit rate 0.6% among 140,000; AID 1347404; in the data active means inhibition above about 25%
# Target sequence (P62877 whole entry, looked up): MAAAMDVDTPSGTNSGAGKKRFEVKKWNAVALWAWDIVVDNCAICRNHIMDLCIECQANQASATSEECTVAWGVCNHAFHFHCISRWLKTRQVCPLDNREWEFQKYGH
# Target sequence (Q13616 whole entry, looked up): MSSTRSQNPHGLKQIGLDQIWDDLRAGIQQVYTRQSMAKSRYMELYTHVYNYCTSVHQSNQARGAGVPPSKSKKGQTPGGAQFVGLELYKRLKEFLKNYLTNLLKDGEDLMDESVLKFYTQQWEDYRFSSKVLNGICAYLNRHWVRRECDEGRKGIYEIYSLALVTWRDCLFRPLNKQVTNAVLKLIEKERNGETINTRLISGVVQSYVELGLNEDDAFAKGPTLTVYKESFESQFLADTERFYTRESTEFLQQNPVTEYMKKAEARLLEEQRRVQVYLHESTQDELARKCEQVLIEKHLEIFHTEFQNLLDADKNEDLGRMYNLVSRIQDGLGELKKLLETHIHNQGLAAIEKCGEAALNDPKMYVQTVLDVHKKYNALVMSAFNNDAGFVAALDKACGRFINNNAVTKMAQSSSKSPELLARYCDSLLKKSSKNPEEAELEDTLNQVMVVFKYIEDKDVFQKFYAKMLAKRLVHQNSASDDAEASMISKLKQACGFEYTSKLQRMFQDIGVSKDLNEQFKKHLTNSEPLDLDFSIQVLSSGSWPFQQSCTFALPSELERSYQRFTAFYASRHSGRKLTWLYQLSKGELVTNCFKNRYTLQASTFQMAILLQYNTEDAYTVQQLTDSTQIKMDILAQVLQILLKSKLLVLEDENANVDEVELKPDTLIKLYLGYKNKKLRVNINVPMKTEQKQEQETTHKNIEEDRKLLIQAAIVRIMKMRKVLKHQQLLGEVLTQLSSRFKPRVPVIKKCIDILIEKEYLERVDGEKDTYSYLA
# * = called active by the depositor. An excerpt. The share of hits here may be higher or lower than overall.
SMILES,ROC1-CUL1 inh
Cc1ccc(C(=O)N2CCN(S(=O)(=O)c3ccc(F)cc3)CC2)s1,0.7
Cc1cc(C)c(-c2noc(C(=O)c3ccccc3)c2C(=O)c2ccccc2)c(C)c1,2.5
COc1ccc(C2CC(=O)c3cc(-c4nc(-c5cccc([N+](=O)[O-])c5)cs4)c(=O)n(-c4ccc(F)cc4)c3C2)cc1 (stereo unspecified),-9.8
CC1CCN(CC(=O)Nc2cc(Cl)ccc2Cl)CC1,4.1
O=C(NCC(c1ccccn1)N1CCOCC1)Nc1nnc(C2CCC2)s1 (stereo unspecified),10.0
O=C1CC(/C=C/c2ccccc2)Cc2nc(N3CCCC3)ncc21 (stereo unspecified),3.0
COc1ccc(NC(=O)c2oc3ccc(C)cc3c2C)cc1OC,6.1
CCNC(=O)CN1c2ccccc2-c2ccccc2S1(=O)=O,-14.9
FC(F)(F)c1nnc2n1N=C(c1ccc(Cl)c(Cl)c1)CS2,-0.2
O=C(c1c[nH]c(=O)cn1)N1CCC(C2CCN(Cc3cccc(F)c3F)CC2)C1 (stereo unspecified),-9.7
CCOc1ccc(C(=O)NCCn2cc(SCC(=O)NCCc3ccc(OC)c(OC)c3)c3ccccc32)cc1,-9.1
CCOc1ccccc1N(CC(=O)N/N=C/c1cc(Br)ccc1OC)S(C)(=O)=O,-6.8
COc1ccccc1-c1cc(-c2ccc(C)cc2)nc2sc(C(=O)Nc3ccccc3Cl)c(N)c12,8.4
CCN(CC)CC(=O)N1CCc2c([nH]c3ccccc23)C1c1cccc(C)n1 (stereo unspecified),1.5
Cc1cc(N(C)C)ccc1N=Nc1ccc(C#N)cc1,8.7
O=C(Nc1ccc2oc(-c3ccc(Cl)cc3)nc2c1)c1ccc2ccccc2c1,-2.4
Cc1sc(NC(=O)c2ccco2)c(C(c2ccccn2)N2CCCCC2)c1C (stereo unspecified),2.3
O=[N+]([O-])c1ccccc1/C=N/N1CCN(c2ccncc2S(=O)(=O)N2CCCCC2)CC1,-7.3
CCOC(=O)c1c(NC(=O)C2COc3ccccc3O2)sc(C)c1C (stereo unspecified),-5.3
CCCOc1ccc(/C=N/NC(=O)c2cc(-c3ccccc3OC)nc3ccccc23)cc1,1.8

# Some values from the results shown.
# ROC1-CUL1 inh with O=[N+]([O-])c1ccccc1/C=N/N1CCN(c2ccncc2S(=O)(=O)N2CCCCC2)CC1 reads -7.3
# ROC1-CUL1 inh with CCNC(=O)CN1c2ccccc2-c2ccccc2S1(=O)=O reads -14.9
# ROC1-CUL1 inh with Cc1cc(C)c(-c2noc(C(=O)c3ccccc3)c2C(=O)c2ccccc2)c(C)c1 reads 2.5

# Continued.
SMILES,ROC1-CUL1 inh
Fc1ccccc1-c1nc2n(n1)Cc1ccccc1-2,-3.3
CCOc1ccc(OCc2ccc(C(=O)NC(C)c3cn(CC)nc3C)cc2)cc1 (stereo unspecified),0.5
CCCC1=Nc2nc(NCc3ccc(CC)cc3)nn2C(=O)C1,-10.2
Cc1cc(C)n(C(=O)OCc2ccccc2)n1,-1.4
N#CC1C(=N)Oc2n[nH]c(-c3cccc4ccccc34)c2C1c1c(F)cccc1Cl (stereo unspecified),4.8
CCOc1ccc(S(=O)(=O)NCC(=O)O)cc1,0.2
CC(C)c1ccc(S(=O)(=O)N2CCN(C(=O)C(C)(C)C)CC2)cc1,7.4
Cc1ccc(OCC(=O)Oc2ccc(-c3ccccc3)cc2)cc1,5.9
CCc1ccc(OCC(=O)O)cc1,1.4
Cc1ccccc1-c1ccnc2[nH]n(-c3ccccc3)c(=O)c12,3.2
O=C(CCCN1C(=O)c2cccc3cccc(c23)C1=O)Nc1ncc(-c2ccc(F)cc2)s1,7.3
COc1ccccc1-c1cnnc(N/N=C/c2cccc(OC)c2OCC(=O)O)n1,15.5
C=CCN1CCN(C(=O)C(CC)Oc2ccc(Cl)cc2)CC1 (stereo unspecified),-10.4
Cc1ccccc1CCC1CCCN(C(=O)CN2CCCCC2=O)C1 (stereo unspecified),-0.6
Cc1cc2c(cc1S(N)(=O)=O)NC(=O)CO2,7.6
CCOC(=O)Cc1ccc(NC(=O)N2CCC(CN3CCCCCC3)CC2)cc1,-1.0
Cc1cc(NC(=O)CSc2nc(-c3cccs3)cc(C(F)(F)F)n2)no1,13.9
O=[N+]([O-])c1c(Br)ccc2ccccc12,-12.7
CC(C)NC1CC(C)(C)Cc2nc(C(C)(C)C)ncc21 (stereo unspecified),-10.4
Cc1cccc(OC(C)C(=O)N(C)Cc2ccccc2)c1 (stereo unspecified),-5.1
O=C(CS(=O)(=O)c1ccccc1)N1CCCCCC1,-2.7
CC1CC(C)CN(c2oc(-c3ccccc3Cl)nc2C#N)C1 (stereo unspecified),-4.0
COc1ccc(OC)c(NC(=O)c2noc3c2CCCC3)c1,-10.3
C=CCSc1nc2sc(C)c(C)c2c(=O)n1N,-2.5
COc1ccc(CCNC(=O)c2ccc3c(c2)N(Cc2ccc(Cl)cc2)CCS3)c(OC)c1,-0.7
CCc1cccc(N2C(=O)CS(=O)(=O)C23C(=O)N(Cc2ccccc2)c2ccc(C)cc23)c1 (stereo unspecified),3.6
COc1ccc(NS(=O)(=O)c2cc(C(=O)O)c(Cl)cc2Cl)cc1,0.1
O=C(Cc1csc2nc3sc4c(c3c(=O)n12)CCCC4)NCCO,5.7
O=c1oc2ccc3ccccc3c2cc1-c1nnc(Nc2ccccc2)s1,-0.7
COC(=O)CCC(=O)N1CCCC(C(=O)c2ccc(SC)cc2)C1 (stereo unspecified),7.1
Cc1ccc(CSc2nc3cccnc3n2Cc2ccc(C(=O)NC3CCCCC3)cc2)cc1,-0.7
CCCCc1c(CCC)c(=N)c2ccccc2n1C,4.6
O=C(CSc1nnc(Cc2ccccc2)n1Cc1ccccc1)N1CCOCC1,-2.4
O=C(COC(=O)C1CCC(N2C(=O)C3C4CCC(C4)C3C2=O)CC1)c1ccc(F)cc1 (stereo unspecified),4.4
C/C=C/Cn1c(=O)c2c(nc3n(CCCC)c(C)cn23)n(C)c1=O,6.4
c1cnc(-n2cccc2CNC2CCCc3nc(-c4cccnc4)ncc32)nc1 (stereo unspecified),-12.0
Cc1cc2oc(C(=O)Nc3sc4c(c3C(=O)NCc3ccccc3)CCCC4)cc(=O)c2cc1C,3.8
CCCc1ccc2oc(C(=O)N3CCCC(C(=O)N4CCOCC4)C3)c(C)c2c1 (stereo unspecified),9.9
Cc1ccc(NCC(=O)N/N=C/c2ccc(N3CCOCC3)c([N+](=O)[O-])c2)cc1C,-1.6
CN(CCc1ccccc1)C1CCCN(C(=O)c2cnc(CN3CCCC3)s2)C1 (stereo unspecified),5.8

# Quoted at random: 5 entries already listed, in no set order.
SMILES,ROC1-CUL1 inh
O=C(COC(=O)C1CCC(N2C(=O)C3C4CCC(C4)C3C2=O)CC1)c1ccc(F)cc1 (stereo unspecified),4.4
CCCc1ccc2oc(C(=O)N3CCCC(C(=O)N4CCOCC4)C3)c(C)c2c1 (stereo unspecified),9.9
CCc1cccc(N2C(=O)CS(=O)(=O)C23C(=O)N(Cc2ccccc2)c2ccc(C)cc23)c1 (stereo unspecified),3.6
C/C=C/Cn1c(=O)c2c(nc3n(CCCC)c(C)cn23)n(C)c1=O,6.4
Cc1ccc(CSc2nc3cccnc3n2Cc2ccc(C(=O)NC3CCCCC3)cc2)cc1,-0.7

# Remaining list, next part:
SMILES,ROC1-CUL1 inh
COc1cc(Br)c(O)c(/C=C2\SC(=Nc3ccc(Cl)cc3)N(C)C2=O)c1,5.2
CC(=O)c1ccc(C(=O)N2CCCC(CCc3cccc(F)c3)C2)s1 (stereo unspecified),-7.9
Cc1cccc(/C=N\NC(=O)CN(c2ccccc2)S(=O)(=O)c2ccccc2)c1,5.3
CCCSc1nc2ccccc2c(=O)[nH]1,-8.4
Fc1ccc(CSc2ncn(-c3ccccc3)n2)cc1,-2.1
CCOC(=O)C1=C(c2ccccc2)N=c2s/c(=C/c3cc(C)n(C)c3C)c(=O)n2C1c1ccccc1 (stereo unspecified),5.6
CC1(C)CC(=O)C2=C(C1)OC1=C(C(=O)CC(C)(C)C1)C2c1ccc(F)cc1F,2.5
C/C(=N/NS(=O)(=O)c1ccccc1)c1ccc(NC(=O)c2ccc(Cl)s2)cc1,-3.9
CN1CCN(C(=O)NC23CC4(C)CC(C)(CC(C)(C4)C2)C3)CC1,2.3
CCOCc1nc(-c2c(C)ncc3c2CCN(C(=O)c2ccsc2)C3)no1,7.3
CSc1ccccc1NC(=O)c1ccc(N2CCOCC2)cc1,6.9
CCN1c2ccccc2-c2nc(SCC(=O)Nc3c(C)cc(C)cc3C)ncc2S1(=O)=O,-7.3
Cc1nnsc1C(=O)N1CCc2[nH]nc(CC3CCCCC3)c2C1,4.8
CCCS(=O)(=O)N1CCC(C(=O)Nc2cccc(Cl)c2)CC1,3.9
Cc1cn(CCCO)c(=O)[nH]c1=S,6.1
Cc1cccc(OC(=O)c2cc(-c3ccc4c(c3)OCCO4)on2)c1C,-2.0
CS(=O)(=O)N(CC(=O)NC1CC1)C1CCCCC1,0.0
CCOC(=O)C1=C(c2ccccc2)N=c2s/c(=C/c3cccc([N+](=O)[O-])c3O)c(=O)n2C1c1cccs1 (stereo unspecified),-9.7
NS(=O)(=O)c1ccc(NC(=O)CN2C(=O)c3cccc4cccc(c34)C2=O)cc1,13.5
Cc1ccc2occ(-c3nc(-c4ccccc4)c(-c4ccccc4)[nH]3)c(=O)c2c1,3.2

# Four entries from above, field by field:
Cc1cccc(/C=N\NC(=O)CN(c2ccccc2)S(=O)(=O)c2ccccc2)c1
  ROC1-CUL1 inh = 5.3
CCCSc1nc2ccccc2c(=O)[nH]1
  ROC1-CUL1 inh = -8.4
Fc1ccc(CSc2ncn(-c3ccccc3)n2)cc1
  ROC1-CUL1 inh = -2.1
CCOC(=O)C1=C(c2ccccc2)N=c2s/c(=C/c3cc(C)n(C)c3C)c(=O)n2C1c1ccccc1 (stereo unspecified)
  ROC1-CUL1 inh = 5.6

# (more compounds)
SMILES,ROC1-CUL1 inh
CCOc1ccc(-c2cc(C(=O)O)c3cc(Br)ccc3n2)c(OCC)c1,-4.1
CC(=O)Nc1cccc(NS(=O)(=O)c2c(C)cc(C)cc2C)c1,2.1
Cn1ncc([N+](=O)[O-])c1C(=O)N/N=C/c1cccc([N+](=O)[O-])c1,3.2
CC(C)CCNC(=O)C1CCN(C(=O)c2ccc(Cl)cc2)CC1,8.7
CCCNc1ccc2nonc2c1S(=O)(=O)NCCC,10.3
O=C(NCc1ccccc1)c1ccccc1,-2.1
COc1ccc(Nc2nc3ccccc3nc2NS(=O)(=O)c2ccc(Cl)cc2)cc1OC,-3.2
CCOC(=O)c1cccc(COC(=O)c2ccc(C)c(NC(=O)CC)c2)c1,-3.3
CCOc1ccc(NC(=O)CCc2c(C)nc3cc(-c4ccc(Cl)cc4)nn3c2C)cc1,-11.0
c1ccc(SCCNC2CCCC2)cc1,-3.2
CCNC(=O)C1CCN(Cc2ccccc2)CC1,6.1
CC1=Nc2c(C(=O)Nc3cccc(C)c3)cnn2C(c2ccccc2Cl)C1C(=O)Nc1ccccc1 (stereo unspecified),-5.9
CCOC(=O)c1c(NC(=O)/C=C/c2ccc(OCC)cc2)sc2c1CCCC2,7.0
CCOC(=O)Cn1cnc2onc(-c3ccc(F)cc3)c2c1=O,-9.3
CC(=O)NC1OC(=O)C(Br)=C1Br (stereo unspecified),-5.5
COCCn1cnc2cc(NC(=O)C3CCCCC3)cc(C(=O)NCC3CCCN(C(C)C)C3)c21 (stereo unspecified),-1.3
Cc1cc(NC(=O)CCC2CCCCC2)ccc1Br,-2.5
CCCOC(=O)c1c(-c2cccc3ccccc23)csc1NC(=O)c1ccco1,-0.2
CCCCCCOc1ccc(OCCn2cc(/C=N/NC(=O)Cc3nnc(N)s3)c3ccccc32)cc1,-3.8
COc1ccc(CCNC(=O)CCCn2c(=O)c3ccccc3n(CC(=O)Nc3ccccc3C)c2=O)cc1OC,0.3
CSCCCN1CC[C@@H](N2CCN(c3ccccn3)CC2)[C@H](O)C1,-1.5
Cc1ccc(-c2cc(CO)[nH]n2)cc1,-3.8
COc1cccc(NS(C)(=O)=O)c1,-0.9
CCN1C(=O)c2ccccc2S(=O)c2ccc(C(=O)NCc3ccc(F)cc3)cc21 (stereo unspecified),-8.5
O=C(NCc1ccc(-n2cncn2)cc1)c1ccc(C2CCCN2)s1 (stereo unspecified),-10.4
CC(C)(C)NC(=S)NNC(=O)COc1cccc2c1OC(C)(C)C2,-5.7
CCOC(=O)C1(Cc2cccc(OC)c2)CCCN(C(=O)CCN2CCCO2)C1 (stereo unspecified),-6.2
Cc1ccc2c(Cl)c(C(=O)Nc3nc4ccccc4[nH]3)sc2c1,10.5
CCn1cc([N+](=O)[O-])c(C(=O)N2N=C3/C(=C/c4ccc(F)cc4)CCCC3C2c2ccc(F)cc2)n1 (stereo unspecified),-4.7
CCN1C(=O)CC(CC(=O)N(C)CCc2cnn(C)c2)(c2cccc(C(F)(F)F)c2)C1=O (stereo unspecified),1.4
CCOC(=O)CN1CCN(Cc2c(Cl)cccc2Cl)CC1,4.0
COc1ccc(CNC(=O)c2ccc(Cn3c(=O)c4cccn4c4cccnc43)cc2)c(OC)c1,-0.3
CCOC(=O)c1c(N)sc(-c2ccccc2)c1-c1ccccc1,10.8
CC1(C)Cc2ccccc2C(N2CCOCC2)=N1,-3.9
CC(C)Nc1ccc(-c2nc(-c3ccncc3)no2)cc1[N+](=O)[O-],5.0
CCc1nn2c(C)c(C(C)=O)nnc2c1-c1ccc(Cl)cc1,21.7
Cc1cccc(-c2noc(-c3ccc(NCc4cccnc4)c([N+](=O)[O-])c3)n2)c1,-2.6
O=C1/C(=C/c2ccc(N3CCOCC3)cc2)SC(=NCc2ccccc2)N1Cc1ccccc1,-2.3
COC(=O)c1c(NC(=O)c2ccccc2)sc(C(=O)c2ccc(Cl)cc2)c1C,-3.1
CC(C)n1cnc2cc(NCc3ccccn3)ccc21,12.3
COc1cccc(-c2ccnc3c2c(=O)[nH]c(=O)n3CC2CCCO2)c1 (stereo unspecified),5.1
COc1ccc2ncc3c(-c4ccc(C)c(C)c4)nn(CC(=O)NC4CCCCC4)c3c2c1,-1.0
Cc1nc2ccccc2n1CC(=O)NCCCn1ccnc1,-12.9
